mHtt clearance = mutant huntingtin protein clearance; hit rate 0.42% among 47,000; inhibition, % at 1.5 µM; HeLa Exon1htt(103Q)mCFP, aggregate imaging; zero = plate's median compound well;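 active = inhibition of aggregate fluorescence above about 70%, also judged a hit by eye on the cell image, limit read from the data, passing the limit was not always enough; inconclusive = no rule stated for this call; inactive = not judged a hit on image review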;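 also: cells exposed to compound for three days before fixation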
mHtt clearance grain fraction = recorded beside mHtt clearance, whose call it bears; fraction fluorescence in grains; measured here: aggregate grain fluorescence fraction; active compounds read low;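 scaled fraction of total cell fluorescence in grains with unit not stated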
Starred values were filed as active, the others as inactive; u = inconclusive; x = not tested or not shown.

Below each SMILES: mHtt clearance	mHtt clearance grain fraction
- COc1ccc(C(=O)Nc2cc3c(cc2C#N)OCO3)cc1S(=O)(=O)N1CCN(C)CC1
 : -9	35
- COc1ccc(C(=O)NC2CCCCCC2)cc1S(=O)(=O)Nc1ccc(Br)cc1
 : -101	40
- COc1cccc(CN(Cc2cccnc2)S(=O)(=O)c2ccc(-n3cnnn3)c(C)c2)c1OC
 : -2	35
- Fc1cccc(-c2oncc2-c2nnnn2-c2ccc(Cl)cc2)c1
 : -3	21
- COC(=O)c1cn(C)c2ccc(S(=O)(=O)N3CCCC3)cc2c1=O
 : 10	37
- C/C(=N\Nc1cc(Cl)nc(C)n1)c1ccccc1
 : -3	31
- Cn1c(=O)c(C(=O)NCCO)c(O)c2ccccc21
 : 27	13
- N=c1c2c3c(sc2ncn1CCN1CCOCC1)CCCC3
 : -28	44
- CCOC(=O)c1cc(OC(=O)c2ccccc2OC)n(-c2ccccc2)n1
 : -45	34
- CCc1ccc(C(=O)CSC2=C(C#N)C(c3ccco3)C(C(C)=O)=C(C)N2)cc1 (stereo not drawn)
 : -38	62
- CC(C)(C)S(=O)(=O)c1nc2ccccc2s1
 : -55	60
- N#CCSC1=Nc2ccccc2C2=NC(CCC(=O)N3CCN(c4ccccc4)CC3)C(=O)N12 (stereo not drawn)
 : 37	15
- O=c1[nH]cc(COCc2ccccc2)c(=O)[nH]1
 : -49	25
- COCC(=O)N(c1ccc(C(C)C)cc1)C1C=CS(=O)(=O)C1 (stereo not drawn)
 : -26	23
- Cc1nnc(SCc2cnc(-c3ccccc3)o2)[nH]c1=O
 : 1	17
- CCCCNC(=O)c1ccc(N2CCOCC2)c(NS(=O)(=O)c2ccc(OC)cc2)c1
 : -12	48
- Cc1cc(NC(=O)COC(=O)c2ccc(NS(=O)(=O)c3ccc(C)c(C)c3)cc2)no1
 : -34	54
- COc1ccc(NC(=O)CN2CCC(C)CC2)cc1
 : -57	29
- Cc1nc2ccc(Br)cn2c1NC(C)(C)C
 : u	x
- Cc1ccccc1C(=O)NC(=S)Nc1ccc(Oc2ccc(Cl)cc2)cc1
 : 25	22
- Nc1ccccc1SCC(=O)N1CCc2ccccc21
 : -322	134
- Cc1cc(C)c(S(=O)(=O)Nc2ccc(O)cc2)cc1C
 : -51	55
- COc1cc(OC)cc(C(=O)N2CCN(Cc3cccc(F)c3)CC2)c1
 : -53	34
- COc1ccc(NC(=O)C2CCCN(C(=O)NC3CCCCC3)C2)cc1OC (stereo not drawn)
 : 11	30
- Cc1ccc(C2CC(c3cccc(Br)c3)Nc3nnnn32)cc1 (stereo not drawn)
 : -11	22
- COc1ccc(C(c2nnnn2Cc2cccs2)N2CCC(C(N)=O)CC2)c(OC)c1 (stereo not drawn)
 : 46	18
- CC(=O)Oc1ccc(C(=O)Nc2nnc(C)s2)cc1
 : 10	17
- CCOc1cc(-c2nc(-c3ccc(C)nc3OC)no2)cc(OCC)c1OCC
 : -4	19
- COc1ccc(C(=O)Nc2cccc(C)c2)cc1
 : -30	44
- COc1ccc(S(=O)(=O)N2CCCC(C(=O)O)C2)cc1Cl (stereo not drawn)
 : 19	15
- Cc1nn(-c2cc(N3CCCCC3)ccc2[N+](=O)[O-])c(=O)c2ccccc12
 : -46	26
- CCOC(=O)C1=C(C)NC(=O)NC1c1ccc(Cl)cc1Cl (stereo not drawn)
 : 45	8.9
- Cc1csc(NC(=O)CSc2nnc(-c3ccoc3C)o2)n1
 : -37	47
- Cc1ccc(OCc2nnc(SCC(=O)N3CCc4ccccc43)n2C)cc1
 : 24	14
- COC(=O)c1cccc(NC(=O)C2COc3ccccc3O2)c1 (stereo not drawn)
 : -134	44
- CCN1C(=O)/C(=C\c2ccco2)C(C(=O)OC)=C1C
 : 4	20
- Cc1ccc(S(=O)(=O)Cn2nnnc2C(C(C)C)N2CCSCC2)cc1 (stereo not drawn)
 : 15	36
- CCOc1ccc(S(=O)(=O)N2CCN(c3ccccc3OC)CC2)c2cccnc12
 : -3	41
- CCN1CCN(S(=O)(=O)c2ccc3[nH]c(=O)oc3c2)CC1
 : -8	36
- CCO/C=C/C(=O)N(C)CCC#N
 : 6	28
- Cc1oc(-c2ccccc2F)nc1CN1CCC(C(=O)NC2CCCCCCC2)CC1
 : 14	32
- O=C(CC(c1ccc(F)cc1)c1ccco1)N1CCOCC1 (stereo not drawn)
 : 39	12
- COc1ccc(-n2cnnc2SCC(=O)NCc2cccs2)cc1
 : -7	21
- O=C(NC1CC1)C1CC(=O)N(C2CCCCC2)C1 (stereo not drawn)
 : -45	30
- Cc1nnsc1NC(=O)OCc1ccc(C(F)(F)F)cc1
 : -44	42
- O=C(Cn1nnc(-c2ccc(OCc3ccccc3F)cc2)n1)N1CCOCC1
 : -10	21
- CCc1ccc(N(C(=O)c2csnn2)C(C(=O)NC(C)(C)C)c2ccncc2)cc1 (stereo not drawn)
 : 54	18
- CCC(c1nnnn1C1CCCC1)N1CCN(Cc2ccccc2)CC1 (stereo not drawn)
 : -3	18
- Cc1csc(/C(=N\O)c2csc(C)n2)n1
 : -46	27
- C[C@@H]1C[C@H](O)c2cc(Cl)ccc2N1
 : -26	23
- Cc1cc(C(=O)NCc2cccnc2)cs1
 : -29	25
- Cc1nnc(-c2cnn(C)c2N)n1Cc1ccccc1
 : 12	18
- N#CC1=C(N)OC2=C(C(=O)CCC2)C1c1ccncc1 (stereo not drawn)
 : -32	50
- O=C(CSC1=NC(=O)C(c2ccccc2)C(=O)N1)Nc1cccc(Cl)c1 (stereo not drawn)
 : 34	13
- Cc1cccc(N(CC(N)=O)S(C)(=O)=O)c1C
 : -78	31
- C=CCNC(=O)c1cc(-c2ccccc2O)on1
 : -27	39
- c1cc(CNc2ccc3c(c2)OCCO3)ccn1
 : -38	29
- CCOc1nc(NCCc2ccc(OC)c(OC)c2)nc(N2CCN(c3ccc(OC)cc3)CC2)n1
 : -1	31
- Nc1cccc2c1C(=O)N(C(=O)c1ccc(S(=O)(=O)N3CCCCCC3)cc1)C2=O
 : 7	22
- O=C(Nc1cccc(S(=O)(=O)c2cccc(NC(=O)C3CC3)c2)c1)C1CC1
 : 60	7.1

Further results
Below each SMILES: mHtt clearance	mHtt clearance grain fraction
- Cc1ccc(-n2c(=O)cc(N3CCN(Cc4ccccc4)CC3)[nH]c2=O)cc1
 : -8	52
- Cc1cc(=O)n(CC(C)O)c(O)c1C#N (stereo not drawn)
 : -17	22
- COCc1nc(-c2ccc(-c3ccccc3)nc2OC)no1
 : -14	24
- O=C(CC(C(=O)N1CCc2ccccc21)n1ccnc1)NCC1CCCO1 (stereo not drawn)
 : -5	39
- O=C(C(Cc1ccccc1)NS(=O)(=O)c1cccc2cccnc12)N1CCc2ccccc21 (stereo not drawn)
 : 56	21
- C=CCn1c(NC(=O)c2ccc(Br)o2)c(S(=O)(=O)c2ccccc2)c2nc3ccccc3nc21
 : 48	22
- O=C(Nc1ccc2c(c1)OCO2)Oc1ccccc1
 : 15	16
- COCCNC(=O)C(c1cccs1)N(C(=O)Cn1nnc2ccccc21)c1cccc(C(C)=O)c1 (stereo not drawn)
 : -20	44
- Cc1cc(N2CCN(S(=O)(=O)c3ccc(Cl)cc3)CC2)c2ccccc2n1
 : 17	20
- COC(=O)[C@H](Cc1ccccc1)NC(=O)Nc1ccc(S(N)(=O)=O)cc1
 : -15	42
- COc1cc(OC)nc(NC(=O)CN2CCN(c3ccc(F)cc3)CC2)n1
 : 34	12
- Oc1ccc(N2CCN(c3ncnc4sc5c(c34)CCC5)CC2)cc1
 : -48	50
- O=C(CCNS(=O)(=O)c1ccc(Br)cc1)NCc1ccc2c(c1)OCO2
 : 38	20
- CCCCCC(=O)NC(NC(=S)N1CCOCC1)C(Cl)(Cl)Cl (stereo not drawn)
 : 18	17
- Cc1ccc(C)c(-n2c(SCC(=O)Nc3nnc(C)s3)nnc2-c2ccoc2C)c1
 : 0	43
- COc1ccc(Cl)cc1C(=O)Nc1ccc2c(c1)OCO2
 : -13	41
- CCOC(=O)C(C)c1nn(C)c(=O)c2ccccc12 (stereo not drawn)
 : 40	24
- Cc1ccc(NC(=O)Cn2cncc2-c2ccc([N+](=O)[O-])cc2)cc1C
 : -41	29
- Cn1ncc2nnn(-c3ccccc3)c(=O)c21
 : 21	34
- Cc1cc(C)nc(N2CCCC(C(=O)Nc3ccc4nc(C)c(C)nc4c3)C2)n1 (stereo not drawn)
 : 27	25
- CCCc1nc(-c2ccc(-c3ccc(F)cc3)cc2)no1
 : -59	31
- COC(=O)CSC1=C(C#N)C(c2cccc(OC)c2)CC(=O)N1 (stereo not drawn)
 : -320	203
- COc1ccc(OC)c2sc(N3CCN(c4ccccc4)CC3)nc12
 : -69	76
- O=C(Nc1ccccc1)N(CCCN1CCOCC1)Cc1ccccc1F
 : -60	61
- CCOC(=O)c1cccc(NC(=O)CCc2nc(-c3ccccc3F)no2)c1
 : -23	23
- CC(C)Sc1nnc([C@H](C)NC(=O)OC(C)(C)C)o1
 : 27	25
- COc1ccc(OC)c(-c2nnc(SCC(=O)N3CCCc4ccccc43)o2)c1
 : -28	24
- COc1cc(COCC(O)CN2CCOCC2)cc(OC)c1OC (stereo not drawn)
 : 36	23
- CCOC(=O)C1=C(C)NC(C)=C(C(=O)OCC)C1c1cc(N)ccc1OC(F)F
 : 24	14
- CCOC(=O)Cc1csc(NC(=O)c2ccc(Br)o2)n1
 : 24	17
- CCCCOc1ccc(-c2nnn(C(C)C(=O)OCC)n2)cc1 (stereo not drawn)
 : 31	28
- Cc1ccc(C(NC(N)=O)c2ccccc2)cc1 (stereo not drawn)
 : -7	21
- Nc1ccc(S(=O)(=O)N2CCCc3ccccc32)cc1
 : -4	50
- COC(=O)C1=C(C)OC(N)=C(C#N)C1c1cc(OC)ccc1OC (stereo not drawn)
 : -12	38
- CCCc1cc(C(=O)NC2CCCC2)no1
 : -15	37
- N#Cc1nc(-c2ccccc2)oc1NCCN1CCCCC1
 : -59	27
- Nc1cccc(C(=O)Nc2ccco2)c1
 : 6	17
- CCC1S/C(=N/N=C/c2cccs2)NC1=O (stereo not drawn)
 : -31	44
- O=C(Cc1cn2ccsc2n1)OCc1ccccc1
 : 30	14
- CC(=O)c1c(C)[nH]c(C(=O)OCC(=O)N(C)C)c1C
 : -46	58
- Cc1cc(C)cc(NC(=O)CSc2nnc(-c3ccccc3Br)o2)c1
 : -21	47
- Cc1noc(C)c1C(=O)NC(C)c1ccc2c(c1)OCO2 (stereo not drawn)
 : 50	9.4
- COc1ccc(N(C)S(=O)(=O)c2c(C)[nH]c(=O)[nH]c2=O)c(OC)c1
 : -37	47
- O=C(NNC(=O)c1cnccn1)c1cccc([N+](=O)[O-])c1
 : -19	21
- COc1ccc(CCNC(=O)CN(C2CCCCC2)S(C)(=O)=O)cc1
 : 56	8.3
- Cc1c(C(=O)OC(C)C)[nH]c2c1C(=O)CC(C)(C)C2
 : -29	26
- Nc1ccc2ncccc2c1
 : 53	21
- N#Cc1ccc(Cn2c(=O)c(C#N)c3n(c2=O)CCC3)cc1
 : -2	36
- COc1ccc(OCC(=O)N2CCN(C(=O)c3cccs3)CC2)cc1
 : 18	17
- COc1ccc2c(c1)OC(O)(C(F)F)CC2=O (stereo not drawn)
 : -18	23
- O=S(=O)(NCc1cccnc1)c1ccc(Cl)s1
 : 29	29
- Cc1cc(-c2ccccc2)nc2cc(C(=O)N(Cc3ccccc3)Cc3ccccc3)nn12
 : 21	14
- CCOC(=O)N1CCC(NC(=O)c2cc(C(=O)Nc3ccc(OC)c(OC)c3)ccc2CO)CC1
 : -4	19
- O=C(NCCc1ccc(Cl)cc1)C1CCN(S(=O)(=O)N2CCCC2)CC1
 : 12	33
- O=C(NC(Nc1ncccn1)C(=O)c1ccccc1)c1ccccc1 (stereo not drawn)
 : 7	38
- CCC(=O)Nc1ccc(C(=O)CSc2nnc(-c3cccnc3)o2)cc1
 : -11	40
- CCc1n[nH]c(=S)n1/N=C/c1ccc2c(c1)OCO2
 : 41	24
- COc1cc(-c2nc(-c3cccc(C(F)(F)F)c3)no2)cc(OC)c1OC
 : -37	26
- O=C(CN1C(=O)C2CC=CCC2C1=O)Nc1nnc(SCc2ccc(F)cc2)s1 (stereo not drawn)
 : 7	39
- O=C(CN1C(=O)c2ccccc2C1=O)Nc1ccc(S(=O)(=O)NCC2CCCO2)cc1 (stereo not drawn)
 : -88	36

3 records drawn at random from those above:
Below each SMILES: mHtt clearance	mHtt clearance grain fraction
- CCOC(=O)N1CCC(NC(=O)c2cc(C(=O)Nc3ccc(OC)c(OC)c3)ccc2CO)CC1
 : -4	19
- O=C(NC(Nc1ncccn1)C(=O)c1ccccc1)c1ccccc1 (stereo not drawn)
 : 7	38
- O=C(CN1C(=O)C2CC=CCC2C1=O)Nc1nnc(SCc2ccc(F)cc2)s1 (stereo not drawn)
 : 7	39

Single records, from the list above:
CCC(=O)Nc1ccc(C(=O)CSc2nnc(-c3cccnc3)o2)cc1 across the screens: mHtt clearance: -11; mHtt clearance grain fraction: 40
O=C(NC(Nc1ncccn1)C(=O)c1ccccc1)c1ccccc1 (stereo not drawn) across the screens: mHtt clearance: 7; mHtt clearance grain fraction: 38
Cc1c(C(=O)OC(C)C)[nH]c2c1C(=O)CC(C)(C)C2 across the screens: mHtt clearance: -29; mHtt clearance grain fraction: 26

Remaining list, next part:
Below each SMILES: mHtt clearance	mHtt clearance grain fraction
- COc1ccc(C(=O)Nc2nc3ccc4nc(C)sc4c3s2)cc1
 : -4	50
- Cc1cccc(-c2noc(CCC(=O)Nc3ccccc3)n2)c1
 : -25	25
- Cc1nc2c(C)cccn2c1/C(O)=C1\C(=O)C(=O)N(CCN(C)C)C1c1ccncc1 (stereo not drawn)
 : -106	43
- COc1ccc(Nc2oc(-c3ccccc3Cl)nc2C#N)cc1
 : -84	89
- O=c1[nH]n(-c2cccc3cccnc23)c(=O)c2ccccc12
 : -7	43
- CC1(C)Cc2c(C#N)c(OCC(=O)c3ccccc3)nc(-c3ccoc3)c2CO1
 : 43	20
- Cc1nc2c(C(=O)NCc3ccc(F)cc3)c[nH]n2c(=O)c1Cl
 : 16	16
- Cc1cccc(Cn2c(N(C)CCO)nc3c2c(=O)[nH]c(=O)n3C)c1
 : 18	28
- CC(NC(=O)COc1ccc(/C=N/NS(=O)(=O)c2ccccc2)cc1)c1ccccc1 (stereo not drawn)
 : 4	30

Screening results deposited in PubChem by Columbia University Molecular Screening Center.

An excerpt, so the mix of outcomes need not match the whole.
